Screens from PubChem BioAssay.
Tb PFK inh: inhibitors of T. brucei phosphofructokinase. O15648. T. brucei PFK, ADP-Glo luminescence. Potency, µM (top dose mostly 57.5 µM), inactives show at the top dose activity, negative = inhibition, actives largely listed as inhibitors. 330,000 compounds, 0.17% hits. AID 485367;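 also: potency is read from the fitted curve at half-maximal effect; 0% = uninhibited 1x PFK enzyme wells and -100% = no-enzyme wells; nearly all actives have a fitted effect of over 60% in size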
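ADP-Glo luminescence quantified ADP after 45 min at room temperature, with 1.25 nM T. brucei PFK, 0.1 mM ATP and 0.5 mM fructose-6-phosphate in pH 8.0 TEA buffer. qHTS titrations up to 57 µM; curves classified by quality.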
BCR signal inh: chronic active BCR signaling inhibition | Potency, µM (highest dose often 46.1 µM), for the others: at the highest dose ratio change, negative = lower green/red ratio, hits mostly inhibitors | 340,000 compounds, 0.05% hits | ABC-DLBCL IkBa-CBG/CBR reporter, luminescence ratio, 4 h; active = well fitted inhibition curve with a large enough effect in the signal ratio, with a control signal flat, not every such curve was filed as active; inconclusive = small, poorly fitted or top-dose-only effect, or effect the other way, or a change in a side signal; the % refers to the signal ratio;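 also: potency is read from the fitted curve at half-maximal effect; plate controls were basal doxycycline-induced cells for no effect and cells given 10 µM MG132 for full effect; MG132 reads +100%, hits lower the ratio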
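Compounds up to 46 uM were incubated four hours with TMD8 cells whose green CBG68 luciferase is fused to IkappaBalpha; red CBR luminescence normalised the signal, and concentration-effect curves were fitted to fusion, red and ratio data.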
GALK inhibitor: blocks human galactokinase activity; P51570; Purified GALK, Kinase-Glo residual ATP luminescence; Potency, µM (series often up to 57.5 µM), inactives show top-dose activity change, negative = inhibition, actives largely listed as inhibitors; 270,000 compounds, 0.007% hits; also: potency is read from the fitted curve at half-maximal effect; % is scaled to controls: 0 for no effect and ±100 for the full control effect
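Luminescence from leftover ATP (Ultra-Glo luciferase/luciferin) served as read-out after a 1 h room-temperature reaction of 5 nM GALK with 35 uM ATP and 100 uM galactose.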
TSHR antag: antagonists of human thyroid stimulating hormone receptor. TSHR-expressing cells, TSH-stimulated cAMP HTRF, 2 h; active compounds read low. 330,000 compounds, 0.2% hits. P16473. activity change, negative = inhibition, % at 11.5 µM;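 active = activity change below a set negative limit, meaning inhibition stronger than a set level, cut at about -70% in these data; inconclusive = activity change between two set negative limits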; also: % is scaled to controls: 0 for no effect and ±100 for the full control effect
Target sequence (P16473 whole entry, looked up): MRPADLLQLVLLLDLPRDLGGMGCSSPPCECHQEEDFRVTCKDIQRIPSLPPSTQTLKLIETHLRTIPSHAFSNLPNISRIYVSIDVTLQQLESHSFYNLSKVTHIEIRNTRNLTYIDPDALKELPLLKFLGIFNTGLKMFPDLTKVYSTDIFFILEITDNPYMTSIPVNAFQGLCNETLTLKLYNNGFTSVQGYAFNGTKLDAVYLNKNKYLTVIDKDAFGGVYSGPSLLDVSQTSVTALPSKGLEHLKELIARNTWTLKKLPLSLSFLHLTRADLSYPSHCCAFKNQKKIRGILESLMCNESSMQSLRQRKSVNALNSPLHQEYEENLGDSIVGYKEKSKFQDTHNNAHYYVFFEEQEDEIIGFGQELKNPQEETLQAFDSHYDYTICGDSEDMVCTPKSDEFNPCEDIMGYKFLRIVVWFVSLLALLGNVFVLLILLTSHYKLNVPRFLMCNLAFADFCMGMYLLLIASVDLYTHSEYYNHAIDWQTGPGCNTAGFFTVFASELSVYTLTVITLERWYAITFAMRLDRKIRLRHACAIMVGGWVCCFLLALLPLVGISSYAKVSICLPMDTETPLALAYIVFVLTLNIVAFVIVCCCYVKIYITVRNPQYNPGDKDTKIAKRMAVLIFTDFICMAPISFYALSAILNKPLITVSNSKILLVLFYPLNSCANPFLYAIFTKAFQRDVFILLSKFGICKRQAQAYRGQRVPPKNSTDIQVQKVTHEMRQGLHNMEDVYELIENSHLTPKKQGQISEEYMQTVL
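Cell-based HTRF cAMP assay; TSHR cells + compound, TSH EC80 (4nM final), 2 h, 37 deg C. Lysis with anti-cAMP cryptate and cAMP-d2, 30 min RT, read 665/620 nm.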
hERG WT inh: blocks the wildtype human KCNH2 potassium channel; Q12809; U2OS, BacMam KCNH2, thallium flux FluxOr; active compounds read low; activity change, % at 1.84 µM; 340,000 compounds, 0.37% hits;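 active = maximum activity change below -70%; inconclusive = maximum activity change between -70% and -50%; inactive = maximum activity change above -50%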; also: % is scaled to controls: 0 for no effect and ±100 for the full control effect
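U2OS cells were transduced with wild-type KCNH2 virus (2.03 x 10^8 / mL) for 4 h at room temperature, then cultured overnight at 37 C. Thallium flux was read with FluxOr dye. Rate constants were normalized to DMSO controls.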
TCR act: activators of T cell receptors; primary human leukocytes, anti-CD3, IL-2 HTRF, 48 h; 330,000 tested, under 10 active; AID 504894; Potency, µM (top dose mostly 9.22 µM), without a hit: at the highest dose activation of IL-2 secretion, usual class: activators; also: % of control where 0% means no effect
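Readout: HTRF IL-2, Eu-cryptate/d2 antibody pair, 320nm excitation, 665nm emission. Stimulus: a-CD3 beads, no co-stimulation. Cells: primary human leukocytes. Exposure: 48 hr with compound.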
Giardia killer: Giardia lamblia killing; activity change, % at 7.66 µM, hits read low; Giardia lamblia trophozoite viability; 340,000 compounds, 0.15% hits; in the data active = activity change below about -80%; inconclusive = between about -30% and that limit;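 also: parasites exposed to compound for two days anaerobically before the ATP read; % is scaled to controls: 0 for no effect and ±100 for the full control effect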
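Giardia trophozoites, 100 cells per well, were exposed to compounds for 48 hrs at 37 deg C under anaerobic conditions; viability was then read as ATP content by bioluminescence after 15-30 min at room temperature.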
FBPA coupling cs: coupling enzyme interference in Giardia aldolase counter-screen; coupling enzyme system counterscreen, AmpLite Red fluorescence; activity change, negative = inhibition, % at 58.2 µM, hits read low; 290,000 compounds, 0.67% hits; in the data active = activity change below about -30%; also: % is scaled to controls: 0 for no effect and ±100 for the full control effect
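Fluorescence at 525 nm excitation and 598 nm emission measured inhibition of the coupled detection system without aldolase. Compounds (at 57.5 uM final) were preincubated 10 min at room temperature with coupling enzyme reagent before a 20 min substrate/AmpLite Red step.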
A-T KAP1 phos: potential ataxia-telangiectasia treatment. Potency, µM (top dose mostly 57.5 µM), inactives show at the highest dose activation, hits mostly activators. 320,000 compounds, 0.19% hits. AID 485349. […] A-T fibroblasts, KAP-1 phosphorylation AlphaLISA; neocarzinostatin DNA damage 30 min before lysis; also: potency is read from the fitted curve at half-maximal effect; % of control where 0% means no effect; nearly all actives have a fitted effect of over 45% in size
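hTERT-immortalized A-T patient fibroblasts ([…]), 500 cells/well in OPTI-MEM, 1% FBS, got compounds for 60 min, then NCS for 30 min at 37C. Lysates were then assayed for phospho-KAP-1 by AlphaLISA (anti-pKAP1 donor, anti-KAP1 acceptor beads), 6 hr at 25C.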
CXXC DNA block: MLL CXXC-DNA interaction inhibition; Q03164; MLL-CXXC / FITC-HOXA9 DNA fluorescence polarization; Potency, µM (highest dose often 115 µM), for inactives: top-dose activity change, negative = inhibition, actives largely listed as inhibitors; 290,000 compounds, 0.037% hits; AID 2662; active = well fitted inhibition curve with a large enough effect in the polarisation, with a control signal flat, not every such curve was filed as active; inconclusive = small, poorly fitted or top-dose-only effect, or effect the other way, or a change in a side signal; inactive = no such curve, though single readings can be large or run the other way; the % refers to the polarisation; also: potency is read from the fitted curve at half-maximal effect
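Steps: dispense CXXC domain solution (7 uM) → pin compounds or unlabeled HOX-A9 DNA control → 5 min ambient → add FLSN-HOX-A9 solution (50 nM) → spin → 30 min ambient → fluorescence polarization. Tris pH 7.5/NaCl/DTT/BSA buffer.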
Active calls of the source: *; i = inactive; u = inconclusive; x = no result given; [ ] = remark or other dose. Unless noted, calls follow the shape of the dose curve; as a rule, active = well fitted curve in the direction sought with a large enough effect; inconclusive = small, poorly fitted or top-dose-only effect, or another doubt; inactive = no such curve, though single readings can be large; an effect the other way counts as inactive or inconclusive.

SMILES	Tb PFK inh	BCR signal inh	GALK inhibitor	TSHR antag	hERG WT inh	TCR act	Giardia killer	FBPA coupling cs	A-T KAP1 phos	CXXC DNA block
CC1CCCN(C(=O)CN2CCC(c3nc4ccc(Cl)cc4[nH]3)CC2)C1 (stereo not drawn)	-12%	0%	0%	-4	23	-4%	10	4	-41%	-4%
COc1cc2cc(C(=O)Nc3ccc4c(c3)OCCO4)[nH]c2cc1OC	2%	3%	-4%	38	-8	0%	-18	x	11%	-11%
Cc1ccc(-c2nn(-c3cc(Cl)ccc3[N+](=O)[O-])c(=O)c3ccccc23)cc1C	0%	1%	2%	17	-4	-3%	7	-8	-2%	4%
CCCC1=[N+](CC(=O)c2ccc(Br)cc2)CCn2cccc21	3%	u	-5%	-4	-2	-6%	35[activator]	0	-11%	2%
COc1cc(-c2ncc3ccccn23)cc(OC)c1OC	1%	u	0%	3	-16	4%	6	0	-4%	21%
COC(=O)C1=C(C)N=C2SC(C)C(=O)N2C1/C=C/c1ccccc1 (stereo not drawn)	1%	-7%	0%	-19	-2	-1%	-6	x	-1%	3%
CNC(=O)C(=O)N/N=C/c1cccnc1	0%	u	5%	35	1	8%	5	-4	10%	-13%
COc1cccc(C(=O)Nc2cccc(C(=O)NC3=NN(c4c(Cl)cc(Cl)cc4Cl)C(=O)C3)c2)c1	u	11%	-1%	-3	2	-9%[46.1 µM]	2	4	0%	-11%
S=c1[nH]c2ccccc2o1	-1%	3%	1%	6	-12	-4%	-5	-2	2%	12%
COCCN(C(=O)CCC(=O)Nc1ccccn1)C(C(=O)NC1CCCC1)c1ccc(OC)cc1 (stereo not drawn)	0%	-4%	1%	-1	-3	1%[46.1 µM]	-6	0	1%	-5%
Cc1ccc(S(=O)(=O)Nc2cc(C)c(O)c(Sc3n[nH]c(C)n3)c2)cc1	-9%	0%	3%	-6	13	-8%	-2	-1	0%	0%
COc1ccc(CC(=O)N(C)Cc2cccc(F)c2)cc1S(=O)(=O)N1CCOCC1	2%	u	x	5	5	-3%	-23	x	1%	x
CCCn1c(C)cc(C(=O)COC(=O)c2c(C)nn(-c3ccccc3)c2C)c1C	4%	u	3%	-32	-2	6%	-29	6	x	-5%
CC(C)CNc1nc(Oc2ccc(=O)[nH]n2)nc(N(C)C)n1	-4%	14%	-2%	-18	4	-8%	12	2	-1%	-10%
CCOC(=O)C(Cc1ccccc1)NC(=O)CCCC(=O)c1ccccc1 (stereo not drawn)	-2%	-5%	-1%	-4	5	-5%	24	4	28%	0%
S=C1NC2=C(CCCC2=C2SCCCS2)C(c2ccccc2)N1 (stereo not drawn)	-4%	13%	-1%	-11	1	9%	-20	1	3%	8%
O=c1c2cn[nH]c2[nH]c(=S)n1-c1ccccc1F	-1%	u	0%	-3	-11	x	6	2	x	7%
O=C(Cc1ccc(Br)cc1)N1CCN(c2ccccc2)CC1	-6%	u	-1%	-13	-12	0%	-3	5	-5%	1%
Cn1c(COc2ccccc2)nnc1SCC(=O)Nc1ccc(N2CCOCC2)c(Cl)c1	1%	4%	0%	-11	-6	x	1	0	0%	12%
O=C(O)c1cccc(Oc2ccc([N+](=O)[O-])cc2)c1	6%	-9%	1%	-7	3	-5%[46.1 µM]	-14	9	0%	13%
Cc1ccc(CNC(=O)COC(=O)CSc2cc(C)c(Br)cc2C)cc1	-1%	4%	1%	2	-1	-2%[46.1 µM]	-12	1	3%	5%
CC(=O)Nc1ccc(S(=O)(=O)NCCC(=O)Nc2cc(C)ccn2)cc1	0%	-7%	x	-5	-4	3%	3	x	0%	x
C=CCn1c(SCc2csc(-c3ccc(C)cc3)n2)nnc1-c1ccccc1OC	-3%	-9%	0%	-11	1	-1%[46.1 µM]	17	0	4%	4%
Cc1ccc(S(=O)(=O)c2c[nH]c3ccc(Cl)cc3c2=O)cc1	-1%	2%	0%	-10	-5	-1%	11	2	-1%	1%
Cc1ccc(OCCCC(=O)Nc2ccc3c(c2)OCCO3)cc1	-1%	u	x	-7	-3	-3%	5	x	3%	x
CCOC(=O)[C@H]1[C@H]2COc3ccc(Cl)cc3[C@@H]2N2C(=O)[C@@H](CO)NC(=O)[C@@]12C	-3%	1%	x	-1	7	-8%	6	x	0%	x
CCOc1ccc(N2CC(C(=O)NC3CCSC3=O)CC2=O)cc1 (stereo not drawn)	-2%	-2%	0%	-13	-5	3%	8	0	2%	1%
COc1cc(CNCCc2ccc(S(N)(=O)=O)cc2)ccc1OCC(=O)N1CCCCC1	-4%	-9%	3%	4	0	-4%[46.1 µM]	37[activator]	2	1%	8%
O=C(C[n+]1ccccc1)N/N=C/c1ccccc1[N+](=O)[O-]	3%	-10%	11%	5	3	-20%	-2	0	-3%	-8%
Cc1cc(C)nc(Nc2n[nH]c(COc3ccc4ccccc4c3)n2)n1	1%	2%	0%	13	15	-1%	-4	2	-1%	2%
Cc1ccc(NC(=O)Cn2cccc2)cc1	-2%	u	1%	4	-2	-3%	-3	1	-3%	-1%
O=C(CC1C(=O)Nc2ccccc2N1CC(=O)N1CCCC1)Nc1ccc(Br)cc1 (stereo not drawn)	3%	u	x	-4	13	-11%	-6	x	-5%	x
CCOC(=O)C1CCN(C(=O)COc2ccc(Cl)cc2C)CC1	-3%	u	-2%	-8	0	-19%	23	2	3%	0%
COc1ccc(F)cc1C(=O)C1CCCN(Cc2c[nH]c3ccccc23)C1 (stereo not drawn)	-1%	u	0%	20	18	-1%	5	0	19%[11.5 µM]	-8%
O=C(NCc1ccc2c(c1)OCO2)c1ccc(NS(=O)(=O)c2ccc3c(c2)OCCO3)cc1	0%	1%	-3%	-7	8	1%	3	4	0%	7%
COc1ccc(OC)c(S(=O)(=O)N2CCCC(C(=O)N3CCCCCC3)C2)c1 (stereo not drawn)	-9%	-3%	8%	-12	-3	1%	-6	3	26%	-16%

Compound profiles (already shown). Screens in order: Tb PFK inh, BCR signal inh, GALK inhibitor, TSHR antag, hERG WT inh, TCR act, Giardia killer, FBPA coupling cs, A-T KAP1 phos, CXXC DNA block
Cc1ccc(NC(=O)Cn2cccc2)cc1 in the list: -2%, u, 1%, 4, -2, -3%, -3, 1, -3%, -1%
O=C(NCc1ccc2c(c1)OCO2)c1ccc(NS(=O)(=O)c2ccc3c(c2)OCCO3)cc1 in the list: 0%, 1%, -3%, -7, 8, 1%, 3, 4, 0%, 7%
CCOC(=O)C1CCN(C(=O)COc2ccc(Cl)cc2C)CC1 in the list: -3%, u, -2%, -8, 0, -19%, 23, 2, 3%, 0%

The list continues:
SMILES	Tb PFK inh	BCR signal inh	GALK inhibitor	TSHR antag	hERG WT inh	TCR act	Giardia killer	FBPA coupling cs	A-T KAP1 phos	CXXC DNA block
O=C(CN1C(=O)COc2ccccc21)N1CCN(C2CCCCC2)CC1	-1%	u	-1%	6	5	-2%	-1	0	9%	16%
Cc1ccccc1CSCc1nc2ccccc2[nH]1	-3%	15%	-2%	24	-3	-2%[46.1 µM]	48[activator]	1	19%	-14%
CN(C)c1ccc(C(=O)Nc2cccc(S(=O)(=O)NC3=NCCCCC3)c2)cc1	-2%	u	x	-16	1	7%	u	x	-3%	x
O=C(NC(=S)Nc1ccc(Br)c(Cl)c1)C1CC1	0%	-16%	0%	-11	-24	0%	-22	x	6%	15%
Cn1c(=O)[nH]c(=O)c2c1nc(N1CCCCCC1)n2CCSc1nc2ccccc2o1	1%	-27%	9%	-7	-1	-10%	-5	0	-2%	8%
Cc1nn(-c2ccccc2)c2sc(C(=O)OCn3nnc4ccccc4c3=O)cc12	1%	0%	x	3	-14	-6%	-6	2	-10%	3%
CCOc1ccccc1OCCCC(=O)N1CCN(S(=O)(=O)c2ccc(C)cc2C)CC1	-8%	u	x	-7	1	0%	-27	x	0%	x
N#CCCN(/N=C/c1cccnc1)C1=NS(=O)(=O)c2ccccc21	7%	6%	0%	12	i	10%	16	-1	1%	-2%

Some of the entries so far, comma-delimited.
smiles,Tb PFK inh,BCR signal inh,GALK inhibitor,TSHR antag,hERG WT inh,TCR act,Giardia killer,FBPA coupling cs,A-T KAP1 phos,CXXC DNA block
O=C(CN1C(=O)COc2ccccc21)N1CCN(C2CCCCC2)CC1,-1%,u,-1%,6,5,-2%,-1,0,9%,16%
Cc1ccccc1CSCc1nc2ccccc2[nH]1,-3%,15%,-2%,24,-3,-2%[46.1 µM],48[activator],1,19%,-14%
